# RGS4 inh: human RGS4 inhibition; Transcreener GDP fluorescence polarization, RGS4-accelerated GTP hydrolysis; 0.039% of 390,000 active; P49798; Potency, µM (doses to about 114 µM), for the others: at the highest dose activity change, negative = inhibition, most hits filed as inhibitors; note: % is set by controls: 0 for no effect and ±100 for the full control effect; nearly all actives have a fitted effect of over 75% in size; some results filed as inactive show a strong effect at the top dose
# Target sequence (P49798 whole entry, looked up): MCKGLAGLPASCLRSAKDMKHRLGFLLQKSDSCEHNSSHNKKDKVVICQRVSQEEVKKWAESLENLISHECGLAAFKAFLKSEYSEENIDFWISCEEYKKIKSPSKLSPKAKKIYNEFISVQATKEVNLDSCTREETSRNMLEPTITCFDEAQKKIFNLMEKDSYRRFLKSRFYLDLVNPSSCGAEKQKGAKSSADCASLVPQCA
#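 MLSMR compounds (23 nl, pin-transferred) preincubated 10 min at room temperature with a 500nM (2x) first reagent, then RGS4 at 900nM (2x) plus Transcreener GDP mix added; fluorescence polarization (620/688 nm) read before and after 90 min at 30 °C.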
# Vif-APOBEC3G blk: blocks the Vif interaction with human APOBEC3G | HeLa A3G-eYFP + Vif (tagged APOBEC3G with the HIV-1 protein that degrades it), YFP fluorescence, overnight | Potency, µM (highest dose often 46.1 µM), without a hit: at the highest dose activity, negative = active, usual class: inhibitors | 0.076% of 410,000 active | Q9HC16;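 note: % is set by controls: 0 for no effect and ±100 for the full control effect; nearly all actives have a fitted effect of over 60% in size; hits raise eYFP signal because A3G escapes Vif-driven loss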
#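 HeLa cells stably expressing Vif and C-terminally eYFP-tagged A3G, seeded overnight at 37 deg C, then exposed to compound by pintool overnight at 37 deg C. Rise in yellow fluorescence (Ex 488/Em 500-530, Acumen) marks blocked Vif-driven A3G degradation.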
# 12-LOX inh: blocks human arachidonate 12S-lipoxygenase; purified 12hLO, xylenol orange hydroperoxide absorbance; 1.1% of 580,000 active; AID 1671190; P18054; Potency, µM (top dose mostly 108 µM), without a hit: at the top dose activity change, negative = inhibition, most hits filed as inhibitors; note: % is set by controls: 0 for no effect and ±100 for the full control effect
#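 Hydroperoxide product was detected by ferrous iron/xylenol orange as the 573 to 405 nm absorbance ratio. Arachidonic acid at 40 uM (final) was turned over for 30 min at room temperature by 150 nM human 12hLO, pH 7.0 Hepes buffer, after 15 min compound preincubation.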
# Vif-APOBEC3F blk: Vif-A3F binding inhibition; HeLa A3F-eYFP + Vif (tagged APOBEC3F with the HIV-1 protein that degrades it), YFP fluorescence increase; Potency, µM (series often up to 46.1 µM), inactives show at the highest dose activity, negative = active; 0.2% of 390,000 active; note: % of control where 0% means no effect; nearly all actives have a fitted effect of over 65% in size
#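 Fluorescence increase (Ex 488/Em 500-530) after overnight compound treatment at 37 deg C flags inhibition of Vif-driven A3F-eYFP loss in stable HeLa A3F-eYFP/Vif cells seeded overnight beforehand.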
# RXFP1 agonist: activates the human relaxin receptor RXFP1 | 0.3% of 370,000 active | HEK293T-RXFP1 cAMP TR-FRET, 30 min; response scale: percent of porcine relaxin response, buffer zero | Potency, µM (top dose mostly 57.5 µM), without a hit: top-dose activation, usual class: activators | Q9HBX9; note: % is set by controls: 0 for no effect and ±100 for the full control effect; nearly all actives have a fitted effect of over 60% in size; many of its hits are not listed in these tables
#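 HEK293 cells stably expressing RXFP1, treated 30 min at 37C with compounds plus PDE4 inhibitor Ro 20174; cAMP measured by HTRF TR-FRET. Normalized to buffer and 29 nM porcine relaxin; EC50 by Hill fit.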
# USP1-UAF1 inh: inhibitors of human USP1/UAF1 deubiquitinase; recombinant USP1/UAF1, Ub-Rhodamine cleavage fluorescence; Potency, µM (series often up to 57.1 µM), inactives show top-dose activity change, negative = inhibition, usual class: inhibitors; 0.23% of 390,000 active; AID 743255; note: % is set by controls: 0 for no effect and ±100 for the full control effect; nearly all actives have a fitted effect of over 60% in size; inactives centre near -12
# Target sequence (O94782 whole entry, looked up): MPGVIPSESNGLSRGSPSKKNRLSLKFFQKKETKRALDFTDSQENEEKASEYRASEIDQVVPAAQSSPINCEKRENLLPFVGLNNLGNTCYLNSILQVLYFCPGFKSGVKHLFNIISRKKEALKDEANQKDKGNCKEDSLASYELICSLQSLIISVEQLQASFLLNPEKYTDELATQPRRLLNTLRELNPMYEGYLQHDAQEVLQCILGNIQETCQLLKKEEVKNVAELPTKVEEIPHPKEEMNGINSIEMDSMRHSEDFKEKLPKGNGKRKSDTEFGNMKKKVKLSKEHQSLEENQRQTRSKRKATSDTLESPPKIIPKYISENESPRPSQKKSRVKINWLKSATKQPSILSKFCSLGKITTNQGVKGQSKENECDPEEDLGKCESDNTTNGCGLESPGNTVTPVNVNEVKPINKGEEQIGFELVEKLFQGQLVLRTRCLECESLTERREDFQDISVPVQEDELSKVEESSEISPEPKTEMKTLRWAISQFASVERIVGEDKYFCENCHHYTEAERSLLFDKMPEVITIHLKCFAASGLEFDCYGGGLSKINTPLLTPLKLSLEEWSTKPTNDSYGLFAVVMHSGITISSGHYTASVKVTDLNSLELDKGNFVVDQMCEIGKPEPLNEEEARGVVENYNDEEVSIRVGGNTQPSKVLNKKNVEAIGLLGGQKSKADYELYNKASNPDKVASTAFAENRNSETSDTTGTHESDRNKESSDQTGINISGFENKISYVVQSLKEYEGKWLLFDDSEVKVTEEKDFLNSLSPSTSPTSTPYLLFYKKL
#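 In this screen, compounds sit with the deubiquitinase complex (1nM) for 15 min at room temperature before Ub-Rho is added at 150nM final. Fluorescence rise is then followed for 6 reads every 60 seconds.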
# IDH1 R132H inh: human IDH1 R132H inhibition; O75874; IDH1-R132H enzyme, NADPH consumption, diaphorase/resazurin fluorescence; Potency, µM (doses to about 76.6 µM), inactives show at the top dose activity change, negative = inhibition, most hits filed as inhibitors; 0.093% of 390,000 active; AID 602179; note: % is set by controls: 0 for no effect and ±100 for the full control effect; nearly all actives have a fitted effect of over 65% in size
#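 IDH1-R132H (0.5 ug/mL dispensed) in pH 7.5 Tris buffer was preincubated 30 min with compound, then given a substrate mix of 0.016 mM NADPH and 2 mM alpha-KG for 80 min at room temperature; remaining NADPH was read by diaphorase/resazurin fluorescence.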
# rTrxR1 inhibitor: blocks rat thioredoxin reductase 1. recombinant rTrxR1, NADPH fluorescence consumption, selenite substrate. Potency, µM (highest dose often 114 µM), inactives show at the top dose activity change, negative = inhibition, most hits filed as inhibitors. 1% of 390,000 active. AID 588453; note: % is set by controls: 0 for no effect and ±100 for the full control effect; nearly all actives have a fitted effect of over 65% in size
#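 Rat TrxR1 (90 nM in the dispensed reagent) was pre-reduced with 400 uM NADPH for 5 min at room temperature, then incubated with compound for 15 min. After 400 uM selenite was added, NADPH fluorescence (Ex 340/Em 450 nm) was followed for 8 min.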
# TrxR1 substrate: is turned over as a substrate by rat TrxR1 | Potency, µM (highest dose often 114 µM), for inactives: at the highest dose activity change, negative = substrate turnover | 0.01% of 390,000 active | O89049 | purified TrxR1 substrate turnover, NADPH consumption readout; note: % is set by controls: 0 for no effect and ±100 for the full control effect; nearly all actives have a fitted effect of over 50% in size
#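 Rat TrxR1, dispensed at 90 nM, was prereduced with 400 uM NADPH (final) for 5 min at ~22 deg C, then incubated with compound 15 min before 400 uM selenite. A first-read NADPH fluorescence drop versus no-compound background flagged substrates.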
# * = called active by the depositor; ? = inconclusive; / = no result given; & = joins results of further samples; [ ] = another dose, or the depositor's remark. Calls come from the whole dose curve; as a rule, active = well fitted curve in the direction sought with a large enough effect; inconclusive = small, poorly fitted or top-dose-only effect, or another doubt; inactive = no such curve, though single readings can be large; an effect the other way counts as inactive or inconclusive. Potency is the fitted concentration of half-maximal effect. This is a subset (hit frequency here may not be typical).
SMILES,RGS4 inh,Vif-APOBEC3G blk,12-LOX inh,Vif-APOBEC3F blk,RXFP1 agonist,USP1-UAF1 inh,IDH1 R132H inh,rTrxR1 inhibitor,TrxR1 substrate
Cc1c(NC(=O)c2cccc3c(Cl)cccc23)cccc1-c1nc2ccccc2o1,-2%,-2%,-15%,9%,0.9%,-12%,0%,16%,7%
CCOc1ccc(Oc2nc(NC)nc(N3CCOCC3)n2)nn1,9%,0%,-20%,5%,1.7%,14%,-10%,-8%,-7%
CCC1Oc2ccccc2N(CC(=O)Nc2ccc3c(c2)OCCO3)C1=O (stereo not given),-18%,3%,-9%,-1%,-0.1%,-5%,13%,16%,-1%
CC(=O)c1cccc(S(=O)(=O)N2CCCC(c3nc4c(nnn4Cc4ccc(C)cc4)c(=O)[nH]3)C2)c1 (stereo not given),13%,-11%,-9%,-2%,2.5%,-1%,-13%,-3%,-11%
Cc1nn(Cc2ccccc2)c(C)c1NC(=O)CCC(=O)O,25%,1%,3%,-11%,-0.6%,-3%,2%,13%,4%
CCCN(Cc1cc2ccc(C)cc2[nH]c1=O)C(=O)c1ccccn1,-43%,-1%,-28%,-1%,-1.1%,1%,25%,-1%[57.1 µM],12%[57.1 µM]
CCOC(=O)N1CCN(CC(O)COC2CC(C)CCC2C(C)C)CC1 (stereo not given),-17%,-6%,?,-1%,0.0%,-19%,11%,3%[57.1 µM],-11%[57.1 µM]
CCOc1ccc(N2CC(NC(=O)C3CCCC3)CC2=O)cc1 (stereo not given),-7%,-5%,?,2%,1.9%,?,-4%,-2%[57.1 µM],-4%[57.1 µM]
COc1cccc(C(=O)Nc2ccc3nc(SCC(=O)N4CCOCC4)sc3c2)c1,-5%,-10%,0%,1%,-1.0%,-9%,17%,18%,-1%
C[C@@H]1CC[C@@]2(O[C@@H](CCO)C[C@H](O)[C@H]2O)O1,19%,-1%,0%,1%,/,-28%,10%,17%[57.1 µM],-8%[57.1 µM]
CC(C)CCN1CCN(Cc2cc(F)ccc2-n2cccn2)CC1CCO (stereo not given),11%,0%,16%,3%,-1.1%,-21%,-1%,23%[57.1 µM],9%[57.1 µM]
COc1ccc(N(C(=O)c2snc(C(N)=O)c2N)C(C(=O)NC2CCCC2)c2ccco2)cc1OC (stereo not given),2%,-2%,?,1%,0.2%,5%,-12%,-2%,-1%
COC(=O)CN1C(=O)N/C(=C/c2cc(Cl)c(OC)c(OC)c2)C1=O,20%,-6%,2%,-7%,1.1%,-10%,6%,6%[57.1 µM],-4%
COc1ccccc1CN1CC(C(=O)NCCn2nc(C)cc2C)CCC1=O (stereo not given),-7%,0%,17%,-8%,-2.0%,-18%,-8%,7%,-1%
O=C(NCCCN1CCOCC1)c1ccc(Sc2cccc(Cl)c2)c([N+](=O)[O-])c1,11%,2%,?,6%,5.1%,-1%,-3%,2%,-1%
COc1ccc2oc(C(=O)OCC(=O)N3CC(C)OC(C)C3)c(C)c2c1 (stereo not given),32%,2%,-20%,-2%,2.1%,-16%,1%,45%,90%[activator]
CC(=O)OCC(=O)C1(O)CCC2C3CCC4=CC(=O)C=CC4(C)C3C(O)CC21C (stereo not given),-6%,-5%,260%[activator],3%,4.3%,11%,-4%,14%[57.1 µM],6%[57.1 µM]
Cc1nccc(-c2cc(-c3ccc(Cl)cc3Cl)no2)n1,9%,3%,-16%,10%,1.3%,-13%,8%,2%[57.1 µM],5%[57.1 µM]
CC(C)(C)c1ccccc1NC(=O)COC(=O)CN1C(=O)NC2(CCCC2)C1=O,-16%,2%,-28%,-1%,-0.6%,-9%,2%,?,-6%
CCOc1ccc(C(=O)N(CC)CC(=O)Nc2ccc3c(c2)OCCO3)cc1,7%,2%,-52%,-5%,-2.7%,-7%,-7%,12%,3%
COc1ccc(C(CNC(=O)c2ccc(S(=O)(=O)Nc3ccccc3C)cc2)N2CCOCC2)cc1 (stereo not given),10%,-1%,-21%,0%,0.8%,-20%,1%,0%,0%
Cc1c(Cl)cccc1NC(=O)CCCn1cnc([N+](=O)[O-])n1,-8%,1%,-13%,-14%,-1.0%,-17%,-2%,0%,2%
O=C(CSc1nnc(-c2cccnc2)o1)Nc1nccs1,1%,0%,21%,4%,-1.4%,-14%,5%,5%,1%
C=CCn1c(C)cc(-c2csc(NC(=O)CCc3nc4ccccc4c(=O)[nH]3)n2)c1C,-30%,2%,-9%,9%,-1.2%,-27%,2%,-16%,-9%
COc1ccc2oc(=O)c(-c3cn4ccc(C)cc4n3)cc2c1,-24%,-3%,?,3%,11%,-9%,3%,15%[57.1 µM],3%[57.1 µM]

# Later entries
SMILES,RGS4 inh,Vif-APOBEC3G blk,12-LOX inh,Vif-APOBEC3F blk,RXFP1 agonist,USP1-UAF1 inh,IDH1 R132H inh,rTrxR1 inhibitor,TrxR1 substrate
O=C1CNC(=S)N1CCc1ccc(Cl)cc1,0%,-4%,141%[activator],-10%,-0.3%,-19%,-10%,8%,1%
O=C(Cc1csc(NC(=O)Nc2cccc(Cl)c2)n1)NCc1ccccn1,-28%,-7%,-10%,?,-0.4%,-15%,3%,-7%,-16%
O=C(CSc1ccc(Br)cc1)NCC(c1cccs1)N1CCOCC1 (stereo not given),-9%,0%,9%,-7%,1.2%,-24%,3%,28%,6%
CCSc1nnc(NC(=O)CC(C)C)s1,-4%,0%,-2%,2%,1.9%,-13%,0%,5%,-6%
Cc1cc(O)ccc1NC(=S)NC(=O)c1cncc(Br)c1,-44%,1%,-5%,0%,-1.6%,-9%,-5%,4%,3%
COc1ccc(N2CCN(c3nc(=S)n(-c4ccccc4)c(C)c3C(C)=O)CC2)cc1,4%,-4%,40µM*,-6%,-0.9%,13%,-2%,?,-10%
CSc1ccccc1C(=O)OCC(=O)NCCN1C(=O)CSC1=O,-34%,-1%,-2%,-8%,/,-3%,7%,-13%,-14%
CCN(c1ccccc1)S(=O)(=O)c1ccc(C(=O)NC2CCN(Cc3ccccc3)CC2)cc1,-15%,?,/,-242%,/,-18%,2%,-23%,-17%
CC(=O)Nc1ccc(NC(=O)Nc2ccc3c(c2)N(C)C(=O)CS3)cc1,-14%,1%,13%,1%,-1.3%,-12%,5%,4%[57.1 µM],5%
CCOCCCNC(=O)c1c[nH]c2ccc(C)cc2c1=O,4%,2%,-4%,-4%,1.2%,-13%,6%,1%[57.1 µM],6%[57.1 µM]
COc1ccc(/C=C(/C#N)C(=O)Nc2ccccc2C)cc1C(=O)O,-18%,1%,4%,0%,-0.6%,-18%,8%,-25%,-22%
CC(=O)N1CCN(S(=O)(=O)c2cccc(C(=O)NC3CCCC3)c2)CC1,-11%,0%,7%,3%,0.1%,-8%,-4%,14%,5%
Cc1ccc(O)c(N)c1,8%,-19%,/,-5%,0.0%,-14%,-1%,?,2%
CCOC(=O)c1[nH]c2ccccc2c1NC(=O)CC(C)C,10%,0%,3%&-13%,-3%,-1.1%,12%,-7%,-4%,5%
CC(C)CCNC(=O)N1CCN(S(=O)(=O)c2ccc3c(ccn3C)c2)CC1,-28%,-7%,0%,3%,0.9%,-23%,-17%,1%[57.1 µM],0%[57.1 µM]
Cc1ccc(-c2nn3c(=O)cc(CN4CCN(S(=O)(=O)c5ccc(Cl)cc5)CC4)nc3s2)cc1,18%,0%,-23%,-6%,3.3%,-23%,12%,14%[57.1 µM],4%[57.1 µM]
O=C1NC[C@H](Cc2ccccc2)N(CC2CCN(CCC34CC5CC(CC(C5)C3)C4)CC2)C1=O,19%,1%,-3%,3%,/,-4%,-2%,7%,-3%
CCOC(=O)N1CCN(Cc2nc3cc(NC(=O)c4ccco4)ccc3n2CC)CC1,-12%,1%,16%,-7%,-0.6%,-9%,3%,-18%,-9%
Nn1c(SCC(=O)Nc2ccc(OC(F)F)cc2)nnc(Cc2ccccc2)c1=O,-16%,-3%,9%,-9%,0.3%,-19%,-1%,7%[57.1 µM],-2%[57.1 µM]
COCCN(C(=O)C1CC1)c1nnc(-c2ccc(C)cc2)s1,-27%,1%,-21%,-3%,2.2%,-17%,1%,7%,1%
CCn1c(C)nc2cc(C(=O)N/N=C/c3cccc(OC)c3O)ccc21,-29%,-21%,?,22%,-0.8%,-24%,-12%,4%[57.1 µM],-2%[57.1 µM]
Cc1ccc([C@@H]2CC=C(C(=O)O)CN2S(=O)(=O)c2ccc(C)cc2)cc1,5%,1%,3%,-5%,-0.1%,-16%,-11%,4%[57.1 µM],1%[57.1 µM]
CCOc1ccc(CCNC(=O)COC(=O)c2ccc[nH]c2=O)cc1OCC,-20%,-3%,?,0%,/,-23%,3%,-2%,-1%
CCC(=O)N1CCc2cc(S(=O)(=O)N3CCN(c4ccccn4)CC3)ccc21,-2%,2%,-20%,/,4.2%,5%,-3%,0%,2%

# A run of entries of the results above:
SMILES,RGS4 inh,Vif-APOBEC3G blk,12-LOX inh,Vif-APOBEC3F blk,RXFP1 agonist,USP1-UAF1 inh,IDH1 R132H inh,rTrxR1 inhibitor,TrxR1 substrate
CCn1c(C)nc2cc(C(=O)N/N=C/c3cccc(OC)c3O)ccc21,-29%,-21%,?,22%,-0.8%,-24%,-12%,4%[57.1 µM],-2%[57.1 µM]
Cc1ccc([C@@H]2CC=C(C(=O)O)CN2S(=O)(=O)c2ccc(C)cc2)cc1,5%,1%,3%,-5%,-0.1%,-16%,-11%,4%[57.1 µM],1%[57.1 µM]
CCOc1ccc(CCNC(=O)COC(=O)c2ccc[nH]c2=O)cc1OCC,-20%,-3%,?,0%,/,-23%,3%,-2%,-1%

# Assay outcomes from PubChem.
